CHOP UPR activ – activators of apoptotic arm of unfolded protein response (CHOP); CHO-CHOP luciferase reporter, UPR activation, luminescence; percent of tunicamycin response over DMSO baseline; activation, % at 10 µM; hit rate 0.34% among 330,000; AID 449763;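 active = at 10 µM dose, activation of 40% or more, normalized to positive control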;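 note: 100% = tunicamycin at 10 µg/mL and 0% = DMSO alone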
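Assay system: CHO cells with stable CHOP pathway luciferase reporter; Buffer or medium: F12 plus 10% serum; Times: 16-18 h cell attachment, then 6 h compound exposure, 37 °C; Signal: luciferase luminescence; Read-out basis: percent activation relative to tunicamycin control; Control set: tunicamycin high control, DMSO low control.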
tim10-1 inh – inhibits growth of tim10-1 mutant yeast | S. cerevisiae tim10-1 ts strain growth, BacTiter-Glo, 24 h | inhibition, % at 20 µM | hit rate 2.2% among 330,000;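 active = inhibition of at least 40%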;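 note: mutant grown at 25 °C; 0% = DMSO wells with yeast and 100% = wells holding no yeast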
tim23-1 inh – inhibits growth of tim23-1 mutant yeast. S. cerevisiae tim23-1 growth, BacTiter-Glo luminescence, 24 h. inhibition, % at 20 µM. hit rate 1.3% among 330,000. AID 463212;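 active = growth inhibition of the mutant yeast at or above 50%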;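 note: temperature-sensitive mutant grown at 25 °C; plate controls were DMSO-treated mutant yeast for no effect and medium wells lacking yeast for full effect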
Mdm2-MdmX inh – inhibitors of human Mdm2/MdmX interaction | AID 485346 | inhibition, % at 8 µM | hit rate 3% among 330,000 | O15151+Q00987 | SaOS-2 split-luciferase Mdm2/MdmX complementation, luminescence;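 active = inhibition of at least 50% at 8 µM in the primary screen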
Target sequence (O15151 whole entry, looked up): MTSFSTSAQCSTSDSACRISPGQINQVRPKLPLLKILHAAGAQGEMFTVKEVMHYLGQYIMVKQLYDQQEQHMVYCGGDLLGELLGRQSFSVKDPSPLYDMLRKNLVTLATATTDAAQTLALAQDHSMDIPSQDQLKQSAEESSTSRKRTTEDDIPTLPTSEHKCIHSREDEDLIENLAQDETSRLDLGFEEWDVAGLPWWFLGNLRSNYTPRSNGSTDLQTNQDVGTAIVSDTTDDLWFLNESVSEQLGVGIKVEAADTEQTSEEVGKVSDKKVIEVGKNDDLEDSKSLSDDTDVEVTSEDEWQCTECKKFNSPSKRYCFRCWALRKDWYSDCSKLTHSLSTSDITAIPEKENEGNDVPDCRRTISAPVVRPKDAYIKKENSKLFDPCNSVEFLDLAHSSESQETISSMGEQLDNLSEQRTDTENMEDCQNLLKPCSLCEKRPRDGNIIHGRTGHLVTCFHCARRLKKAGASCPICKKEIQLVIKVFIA
Target sequence (Q00987 whole entry, looked up): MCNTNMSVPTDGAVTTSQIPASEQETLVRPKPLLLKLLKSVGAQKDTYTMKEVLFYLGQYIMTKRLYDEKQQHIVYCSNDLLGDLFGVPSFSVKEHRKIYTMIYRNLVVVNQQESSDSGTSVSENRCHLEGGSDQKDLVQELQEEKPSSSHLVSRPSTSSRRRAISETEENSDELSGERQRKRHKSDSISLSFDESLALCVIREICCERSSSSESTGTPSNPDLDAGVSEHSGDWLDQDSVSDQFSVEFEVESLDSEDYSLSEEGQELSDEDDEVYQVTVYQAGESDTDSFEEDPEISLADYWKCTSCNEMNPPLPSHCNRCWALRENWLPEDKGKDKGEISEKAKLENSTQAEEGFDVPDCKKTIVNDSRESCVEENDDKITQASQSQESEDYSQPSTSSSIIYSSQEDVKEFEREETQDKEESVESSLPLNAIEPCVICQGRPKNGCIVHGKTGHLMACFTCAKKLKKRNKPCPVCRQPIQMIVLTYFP
Jurkat NFkB inh – lowers PMA/ionomycin-induced NF-kB signal in Jurkat cells; hit rate 0.53% among 330,000; AID 435003; inhibition, % at 4 µM; PMA/ionomycin-induced NF-kB luciferase reporter, luminescence; in the data active = inhibition above about 50%
XBP1 UPR activ – adaptive UPR (XBP1) activation | hit rate 0.33% among 330,000 | activation, % at 20 µM | CHO-XBP1 luciferase reporter, IRE1-XBP1 UPR activation, luminescence; percent of tunicamycin response, DMSO as zero | AID 463104;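 active = versus positive control, 20 µM dose yields 30% or more activation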;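 note: 100% = tunicamycin at 10 µg/mL and 0% = DMSO only wells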
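Assay system: IRE1-XBP1 luciferase reporter CHO line. Input: 1000 cells/well. Buffer or medium: F12 with 10% serum. Doses: 20 µM, 1% DMSO. Times: overnight seeding at 37 °C, 6 h compound treatment at 37 °C. Technique: Steady-Glo luciferase glow luminescence, 10 min after reagent addition.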
697 NFkB inh – inhibitors of the PMA/ionomycin-induced NF-kB reporter in 697 B cells; 697 B-cell NF-kB luciferase reporter, 16 h; inhibition, % at 4 µM; hit rate 0.33% among 330,000; AID 435022; in the data active = inhibition above about 35%
TIM10 inh – growth inhibitors of TIM10 yeast strain; S. cerevisiae TIM10 strain growth, BacTiter-Glo luminescence, 24 h; inhibition, % at 10 µM; hit rate 1.4% among 330,000; AID 463195;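 active = inhibition of 40% or more at the single tested concentration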;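 note: wild-type TIM10 isogenic control strain grown at permissive 25 °C; 0% = DMSO yeast wells and 100% = minimal medium wells without yeast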
* marks the source's active call; other numbers are inactive results.

SMILES	CHOP UPR activ	tim10-1 inh	tim23-1 inh	Mdm2-MdmX inh	Jurkat NFkB inh	XBP1 UPR activ	697 NFkB inh	TIM10 inh
Cc1ccc2nc(SCC(=O)Nc3nnc(SCC(N)=O)s3)[nH]c2c1	1.0	-1	-4	-6	4	-2	17	-10
Cc1ccc(NC(=O)c2ccco2)c(NC(=O)COc2ccccc2)c1	0.5	10	12	9	17	-4	0	14
CCN(CC(=O)Nc1c(F)cccc1F)C(=O)c1nc2nc(C)cc(C)n2n1	0.4	-8	11	-12	5	-1	-33	15
Cc1ccc(C)c(NC(=S)N(Cc2cccc(Br)c2)CC2CCC(C(=O)O)CC2)c1 (centres undefined)	0.6	8	28	6	-15	-4	-8	11
Cc1ccc2nc(NC(=O)CNS(=O)(=O)c3ccc(Br)s3)sc2c1	-0.5	9	7	-27	-14	0	-40	8
COCC(C)NC(=O)c1ccccc1[N+](=O)[O-] (centres undefined)	0.6	2	9	-16	5	0	26	-5
Cn1cccc1/C=N/NC(=O)Cc1cccc2ccccc12	-2.3	33	-1	-19	13	-1	-21	24
CC(C)=C1C2CCC1C(C(=O)Nc1cc(C)cc(C)c1)C2C(=O)O (centres undefined)	1.0	9	19	-14	5	-2	15	14
COc1ccc(N/N=C(/C)c2cnnc(-c3ccccc3)n2)cc1	6.1	-25	10	79*	23	1	-74	4
N#Cc1cccc(Nc2c3c(nc4ccccc24)CCCC3)c1	-0.7	21	0	28	-1	-1	-16	23
COc1ccc(/C=C/C(=O)NC(=S)NNC(=O)[C@H]2C[C@@H]2c2ccccc2)cc1OC	-0.7	48*	1	30	-9	-5	3	4
Cn1c(=O)c2c(ncn2CC(=O)N2CCN(S(=O)(=O)c3ccccc3)CC2)n(C)c1=O	-0.3	-4	2	-5	5	-2	-7	11
O=C(CCS(=O)(=O)c1ccccc1Cl)Nc1ccc(S(=O)(=O)Nc2ncccn2)cc1	1.0	-7	-1	12	2	-1	12	9
Cc1ccccc1N(CC(=O)NCc1ccc2c(c1)OCO2)C(=O)C1CSC(=O)C1 (centres undefined)	1.2	17	25	11	2	1	14	4
Clc1ccc(-c2ccc(/C=N/Nc3cc(N4CCOCC4)nc(N4CCOCC4)n3)o2)cc1	0.6	28	36	43	-4	4	-8	2
Cc1ccc(C(=O)NCCn2c(N)c(C#N)c3nc4ccccc4nc32)cc1	1.0	12	-2	6	-6	-1	-13	-8
CCOC(=O)C1=C(Nc2cccc(Cl)c2)OCC1=O	-1.4	22	23	28	2	-1	18	-2
CCN(C(=O)Nc1ccccc1)c1ccccc1	-0.7	16	4	7	11	-3	7	3
COc1ccccc1C(=O)Nc1sc2c(c1C(N)=O)CCCC2	8.0	10	17	11	-39	25	-8	6
CCOc1ccc(S(=O)(=O)NCCC(=O)NCC(C)(C)N2CCOCC2)cc1	1.0	-20	-9	-8	-7	-2	26	0
O=C1C2CCCCN2C(=O)N1CCCCN1CCN(c2ccc([N+](=O)[O-])cc2)CC1 (centres undefined)	0.5	4	-15	8	20	-1	-8	-16
CCCCC(c1nnnn1CCOC)N1CCN(Cc2ccccc2)CC1 (centres undefined)	-1.6	15	10	-10	-19	-2	-11	-10
O=C(Cn1nc(-c2ccccc2Cl)ccc1=O)Nc1ccccc1-c1ccccc1	-2.4	20	16	31	-6	-1	11	-1
COc1ccc(/C=N/n2c(C)nc3ccccc3c2=O)cc1OC	2.2	10	1	10	-11	-5	5	12
CCOC(=O)c1ccc(-n2[nH]c(-c3ccccc3)cc2=O)cc1	-0.5	36	23	32	12	0	-10	20
C[C@H]1CN(S(=O)(=O)c2ccc3c(c2)OCCO3)CCN1S(=O)(=O)c1c(F)cccc1F	1.9	21	51*	-12	6	-1	7	22
O=C(O)c1c[nH]c2cc(C(F)(F)F)ccc2c1=O	-0.3	1	5	15	12	-3	14	-5
COc1ccc(-c2cc(C(=O)Nc3cc(C)on3)no2)cc1OC	-2.0	-22	-14	3	3	-2	3	-18
CCOc1ccccc1N1CCN(C(=O)C2c3ccccc3Oc3ccccc32)CC1	1.6	17	36	42	11	4	0	10
Cc1ccc(S(=O)(=O)N2CCCCC2)cc1NC(=O)CSc1ncnc2ccccc12	0.6	26	24	21	8	-2	-46	9

3 entries out of the list above, sorted by their value in 697 NFkB inh, smallest number first.
canonical_smiles,tim10-1 inh,Mdm2-MdmX inh,Jurkat NFkB inh,697 NFkB inh
Cc1ccc(C(=O)NCCn2c(N)c(C#N)c3nc4ccccc4nc32)cc1,12,6,-6,-13
O=C1C2CCCCN2C(=O)N1CCCCN1CCN(c2ccc([N+](=O)[O-])cc2)CC1 (centres undefined),4,8,20,-8
O=C(Cn1nc(-c2ccccc2Cl)ccc1=O)Nc1ccccc1-c1ccccc1,20,31,-6,11

Other structures.
SMILES	CHOP UPR activ	tim10-1 inh	tim23-1 inh	Mdm2-MdmX inh	Jurkat NFkB inh	XBP1 UPR activ	697 NFkB inh	TIM10 inh
O=C(C(Cc1ccccc1)N1C(=O)c2ccccc2C1=O)N1CCc2ccccc21 (centres undefined)	-0.8	2	2	0	-5	-3	-2	4
Cc1ccc(C(=O)COC(=O)COc2ccccc2C)cc1	-0.6	5	12	12	-25	-3	-6	0
CCC(C)NC(=O)CCC(=O)Nc1ccc2nc(N3CC(C)CC(C)C3)cc(C)c2c1 (centres undefined)	3.5	19	10	24	0	1	6	-1
CCc1cc[n+](/C(C(=S)Nc2cccc(C)c2)=C(/[O-])c2ccc(C)c([N+](=O)[O-])c2)cc1	2.4	17	27	24	-2	-1	-5	26
CCCN(CC1CC1)c1nc(N)c(C#N)c(CC#N)c1C#N	-1.5	18	23	7	5	6	-7	5
N#Cc1ccsc1NC(=O)COC(=O)C1=NNC(=O)CC1	0.5	-10	-10	-24	-17	0	8	-1
CC(=O)N(C(C)=O)n1c(C)nc2sc3c(c2c1=O)CCCC3	-2.1	4	7	73*	17	-1	17	0
COc1ccccc1NC(=O)CCC(=O)OCC(=O)c1ccc(C)c([N+](=O)[O-])c1	1.1	5	13	16	13	-4	18	-5
COn1cnnc1-c1ccccc1	2.9	-11	-6	7	-10	1	2	8
CSc1ncc2c(n1)-c1cc(C)ccc1SC2	0.9	23	15	41	-1	-3	-2	14
CC(=O)Nc1cccc(OCC(=O)Nc2ccccc2)c1	4.8	13	7	-37	-45	6	-6	-23
CCOC(=O)N/N=C(\C)c1ccc(C)c([N+](=O)[O-])c1	2.0	9	20	4	-11	-1	10	-6
COc1ccc2c(c1)c(C(O)CN1CCN(Cc3ccc4c(c3)OCO4)CC1)c(C)n2C (centres undefined)	-2.7	15	33	10	0	5	12	6
CCCCC(=O)Nc1ccc(C(=O)NCc2ccncc2)cc1	-2.4	5	-2	6	7	-2	4	4
COc1cc(/C=N/NC(N)=O)ccc1OCC(=O)Nc1ccc(C)c(C)c1	0.7	15	-3	2	1	-1	14	8
O=C(O)c1ccc(N=Nc2c(O)ccc3ncccc23)cc1	-1.6	42*	37	-25	20	-10	-129	15
CS(=O)(=O)c1ccccc1C(=O)Nc1nc2ccccc2[nH]1	-1.7	1	9	-4	-10	-3	0	-5
CC(C)S(=O)(=O)c1cnc(N2CCOCC2)nc1N	-0.4	-12	-8	7	-5	-4	2	0
O=C1CCCCN1CCC(=O)N1CCCC(N2CCN(c3ccccc3)CC2)C1 (centres undefined)	3.9	13	3	14	-3	-2	8	3
CC(=O)N1CCCN(C(=O)c2cc(COc3c(F)cccc3F)on2)CC1	-0.6	16	10	-3	0	-5	6	2
NC1=NC[C@@H](CC2CCCCC2)N1CCc1cc(C(F)(F)F)cc(C(F)(F)F)c1	1.2	12	24	99*	8	49*	-16	27
O=C(Cn1ncc2c1-c1ccccc1OC2)N1CCN(Cc2ccccc2)CC1	-1.3	31	24	9	-7	-2	-5	10
Fc1ccccc1CSc1ncnc2sc3c(c12)CCCC3	-2.4	0	-2	-19	4	0	1	-4
CC(=O)Nc1ccc(NC(=O)[C@@H](NC(=O)N2C[C@H]3C[C@@H](C2)c2cccc(=O)n2C3)C(C)C)cc1	-1.0	6	-19	-1	3	1	10	2
Cc1nc2cc(NC(=O)N(C)c3ccc4ccccc4c3)ccc2o1	-1.7	26	25	4	12	-4	-1	16
CCCCCCCC(=O)N/N=C(\C)c1ccc(N)cc1	-1.3	10	21	-2	6	-5	6	8
CCc1ccc(/C=N/NC(=O)c2cc(C3CC3)nc3ccc(Br)cc23)s1	-0.9	21	15	63*	56*	5	-42	24
Cc1ccc(CNS(=O)(=O)c2cc3c(cc2C)N(C)CCO3)cc1	2.2	30	41	4	-3	0	0	15
O=C(Cn1cncn1)NCCC(c1ccccc1)c1ccccc1	-1.2	4	1	11	0	-2	17	6
COc1cccc(C2=CC(=O)CCC2)c1OC	1.4	15	17	11	19	2	-1	15

Entries of single compounds as entered above.
`C[C@H]1CN(S(=O)(=O)c2ccc3c(c2)OCCO3)CCN1S(=O)(=O)c1c(F)cccc1F` in the list: CHOP UPR activ: 1.9; tim10-1 inh: 21; tim23-1 inh: 51*; Mdm2-MdmX inh: -12; Jurkat NFkB inh: 6; XBP1 UPR activ: -1; 697 NFkB inh: 7; TIM10 inh: 22
`CC(=O)Nc1ccc(NC(=O)[C@@H](NC(=O)N2C[C@H]3C[C@@H](C2)c2cccc(=O)n2C3)C(C)C)cc1` in the list: CHOP UPR activ: -1.0; tim10-1 inh: 6; tim23-1 inh: -19; Mdm2-MdmX inh: -1; Jurkat NFkB inh: 3; XBP1 UPR activ: 1; 697 NFkB inh: 10; TIM10 inh: 2

The listing continues:
SMILES	CHOP UPR activ	tim10-1 inh	tim23-1 inh	Mdm2-MdmX inh	Jurkat NFkB inh	XBP1 UPR activ	697 NFkB inh	TIM10 inh
COc1cc(NC(=O)CCN2CC(C)OC(C)C2)cc(OC)c1 (centres undefined)	1.0	1	-9	15	-12	-5	7	-7
O=C(O)CCN1CC2([N+](=O)[O-])CC=C(OCCO)C([N+](=O)[O-])(C1)C2 (centres undefined)	0.1	11	2	-44	-13	0	-20	13
CCC(=O)N1CCN(c2ccc(NC(=S)NC(=O)c3ccc(OC)c([N+](=O)[O-])c3)cc2)CC1	-0.2	9	18	45	-8	-5	16	25
CC1(c2nnc(-c3ccc(Cl)cc3)o2)CC(c2ccc([N+](=O)[O-])cc2)=NO1 (centres undefined)	-1.1	-2	-1	20	-4	-2	14	-5
Cc1cc(NC(=O)C(C)SCC(=O)Nc2cc(Cl)ccc2N2CCN(C)CC2)no1 (centres undefined)	3.4	3	15	8	-4	-4	10	-4
CCn1nc(CC(=O)Nc2ccc(-n3cnnn3)c(OC)c2)c2ccccc2c1=O	-0.8	4	-14	8	-12	8	-16	20
O=C(COC(=O)CCC(NC(=O)OCc1ccccc1)C(=O)OCC(=O)Nc1ccccc1)Nc1ccccc1 (centres undefined)	3.0	-11	18	6	18	2	4	-3
CCOC(=O)Cc1csc(NS(=O)(=O)c2ccc([N+](=O)[O-])cc2)n1	2.2	-1	-4	16	-18	-1	17	-3
Cc1ccc(S(=O)(=O)NCC(=O)N2CCN(c3ccc(F)cc3)CC2)cc1	1.2	13	4	31	7	-3	-20	9
Cc1ccc(-c2cc(C(=O)Nc3ccc(S(=O)(=O)Nc4nc(C)cc(C)n4)cc3)c3ccccc3n2)cc1	3.2	13	4	20	-16	0	26	17
O=C(Cc1ccc(Br)cc1)N1CCc2ccccc2C1	6.6	1	25	-12	-34	2	-49	-9
COc1cc(/C=N/O)cc(Br)c1OCC(=O)NCc1ccccc1	4.8	9	7	-12	12	2	-29	16
Cc1c(C(=O)O)sc2nc(/C=C/c3cccc(O)c3)[nH]c(=O)c12	-0.6	5	3	-7	0	-4	6	14
COc1cccc(N(CC(=O)NC2CCCC2)C(=O)CCC(=O)Nc2nccs2)c1	2.2	8	10	-9	-2	-2	-7	2
COC(=O)[C@]1(Cc2ccccc2)N[C@H](CN(C)C(=O)c2ccc(C(C)(C)C)cc2)[C@@H]2C(=O)N(Cc3ccccc3)C(=O)[C@@H]21	6.9	12	25	27	-17	1	-53	10

Screening data from PubChem.
